Autophagy mod: modulators of autophagy. calls only at 10 µM (by protocol). MEF GFP-LC3 puncta imaging; test concentration mostly 10 µM. hit rate 0.98% among 190,000. AID 463193;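 active means percentage of spot-positive cells more than 3 SD above its plate mean, without a fluorescence outlier flag or 80% toxicity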;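 further: spot-positive cell cutoff set from DMSO-treated cells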
human PMI inhibition: MPI enzyme activity inhibition – biochemical, fluorescence intensity, coupled assay, primary screen (AID 1209); purified PMI enzyme, coupled fluorescence intensity; higher % means a stronger effect; inhibition, % at 20 µM, or IC50 in µM where a hit was titrated; hit rate 0.42% among 190,000;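 further: plate controls were DMSO vehicle for no effect and wells lacking substrate for full effect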
PMI inhibition: human PMI inhibitors, high substrate, primary screen, biochemical, fluorescence intensity, high mannose 6-phosphate (AID 1220); inhibition, % at 20 µM; hits with a dose series show IC50 in µM; recombinant PMI enzyme, coupled fluorescence intensity; higher % means a stronger effect; hit rate 0.66% among 190,000
TNAP activation fold: human TNAP enzyme activators, primary screen, biochemical, luminescent, no phosphate acceptor, uHTS (AID 1001) | purified TNAP, luminescent activation assay, no phosphate acceptor; higher activation fold means a stronger effect | activation fold at 20 µM; hits with a dose series show EC50 in µM | hit rate 0.03% among 200,000; in the data active means activation fold from about 3, or a potency from the dose series; inactive means the rest, 99 in 100 with activation fold below about 1.6; further: many of its hits are not listed in these tables
MT stabilize HCS: microtubule stabilization, imaging screen. HeLa tubulin immunostaining HCS, 24 h; share of cells brighter than vehicle mean+2SD. % tubulin-high responders, % at 10 µM. hit rate 0.83% among 200,000;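 active means plate Z-score above 3 for both tubulin-high and condensed-nucleus cell shares, with cell loss under 80%, at 10 µM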;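 further: anti alpha tubulin signal scored within the nucleus-defined area of each cell; some results filed as inactive read as strong as hits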
b-catenin transl: modulators of beta-catenin nuclear translocation | HeLa beta-catenin nuclear translocation, immunofluorescence imaging | nuclear translocation activity, % at 5 µM | hit rate 0.3% among 190,000 | AID 1665;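 active means nuclear translocation activity above 50% at 5 µM, with a well cell count of 50 or more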;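 further: per-cell ratio of nuclear to cytoplasmic median beta-catenin stain intensity; plate controls were DMSO negative control for no effect and GSK-3 inhibitor IX positive control for full effect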
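Signal – beta-catenin immunofluorescence imaging with DAPI · Test system – human HeLa cell line · Dosing – 5 µM primary single dose, 0.1% DMSO, 0.02–20 µM confirmation series · Measure – % activation, nuclear-to-cytoplasmic median beta-catenin signal ratio per cell · Incubation – 24 h compound exposure at 37°C, 5% CO2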
Insulin prom up: MIN6 insulin promoter up-regulation | MIN6 insulin promoter-GFP reporter, high-content imaging; hits give high values | z-score at 5 µM | hit rate 0.3% among 190,000 | AID 1625;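 active means z-score above 3 at 5 µM with at least 500 cells counted in the well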
Lipid droplet: modulators of hepatic lipid droplet formation | hit rate 0.4% among 240,000 | AML12 mouse hepatocytes, oleate lipid droplets, BODIPY imaging | inhibition, % at 6.5 µM;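 active means lipid droplet intensity inhibited by at least 50%, with more than 500 cells counted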
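Assay system: AML12 hepatocytes (mouse); Probe or stimulus: oleic acid at 100 µM to induce lipid droplet formation; Dosing: compound at 6.5 µM only; Schedule: compound with oleate, overnight; Detection: fluorescence imaging, 20x objective, two fields per well; Measure: % inhibition of lipid droplet signal.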
T cell HTS: modulates CD8 T cell binding to vesicles | 2C CD8+ T cell-vesicle binding, flow cytometry; hits give low values | calls only at 7 µM | hit rate 0.068% among 330,000 | AID 2052;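 active means response, share of CD8 T cells binding vesicles, and their 90th percentile fluorescence all below set limits, cut at about 80% in these data, passing the limit was not always enough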
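Read-out – percent CD8+ FL2 mean versus row control · System – murine 2C transgenic CD8+ T lymphocytes · Times – 1.5 h cell–vesicle binding at 37 °C, then 20 min icy labelling · Control set – naked vesicles low, QL9 vesicles with vehicle high · Detection – cytometric PE anti-B7-1 and Alexa647 anti-CD8 signals after 1% paraformaldehyde fixation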
Insulin prom up cell count: also measured in Insulin prom up; calls as there; cell count; measured here: cytotoxicity, nuclei count;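 total cells summed across four imaged fields per well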
Lipid droplet cells 6.5 µM: also measured in Lipid droplet; calls as there; cell count; measured here: cell count, cytotoxicity flag;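 cells counted across two imaged fields per well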
b-catenin transl cell count 5 µM: second read-out of b-catenin transl, no call of its own (marks repeat the call); cell count; measured here: cell count, cytotoxicity flag
T cell HTS vesicle-bound %: also measured in T cell HTS; calls as there; double positive events, %; measured here: CD8+ vesicle-bound cell fraction;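 binding gate set so that unloaded-vesicle control wells show 10% double positive cells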
MT stabilize HCS Hoechst-high %: second read-out of MT stabilize HCS, no call of its own (marks repeat the call); % Hoechst-high responders; measured here: nuclear condensation Hoechst responders;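 share of cells brighter than vehicle mean plus two SD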
MT stabilize HCS cytotoxicity %: further read-out of MT stabilize HCS, marked with its call; toxicity, %; measured here: cytotoxicity by cell density;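 0% = mean cell density of plate MIN control wells and 100% = no cells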
Autophagy mod cell loss 18 h: also measured in Autophagy mod; calls as there; toxicity, %; measured here: cell loss, nuclei count;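 cell loss after 18 h compound exposure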
Starred values were filed as active, the others as inactive; i = inactive; / = not tested or not shown. Unless noted, no stated cut-off is given here; in the data, active means inhibition above about 50%; inactive means the rest.

SMILES	Autophagy mod	Autophagy mod cell loss 18 h	human PMI inhibition	PMI inhibition	TNAP activation fold	MT stabilize HCS	MT stabilize HCS Hoechst-high %	MT stabilize HCS cytotoxicity %	b-catenin transl	b-catenin transl cell count 5 µM	Insulin prom up	Insulin prom up cell count	Lipid droplet	Lipid droplet cells 6.5 µM	T cell HTS	T cell HTS vesicle-bound %
CCOC(=O)N1CCN(c2c(-c3ccc(C)c(C)c3)c(=O)c2=O)CC1	i	-2	1%	-6%	1.1	6.0	2.2	13	-2.0	1236	0.1	1163	-11	771	i	32
Cc1cccc(NC(=O)CSc2nnc(C)c(=O)n2N)c1C	i	4	0%	-4%	1.2	4.9	2.5	10	2.4	1079	-0.41	1475	0	591	i	47
CCc1nc(N)c(C#N)c(-c2ccncc2)c1C	i	-10	11%	12%	1.1	3.2	2.0	1.5	-6.8	868	-0.08	1118	/	/	i	19
Cn1c(=O)c2[nH]c(-c3cccnc3)nc2n(C)c1=O	i	3	19%	13%	1.1	4.5	2.5	13	-2.3	891	0.63	1358	/	/	i	42
Cc1cc(C)c(C#N)c(N2CCN(Cc3ccc4c(c3)OCO4)CC2)n1	i	8	8%	15%	1	2.3	2.6	17	1.8	1430	-0.36	1261	/	/	i	41
COCC(=O)N1CCN(c2ccc([N+](=O)[O-])cc2)CC1	i	5	0%	8%	1	1.3	1.2	5.7	0.5	1403	-0.23	1475	/	/	i	57
O=C(N/N=C/c1ccccn1)c1c[nH]c2ccccc12	/	/	/	/	/	/	/	/	-3.4	1230	0.01	1346	32	714	i	57
COc1cccc(CNc2nc3nc(C)cc(C)n3n2)c1	i	18	-2%	-4%	1.1	4.4	3.9	7.9	-5.3	1164	-0.04	1203	0	732	i	41
C/C(=N\NC(=O)c1cc(C)nc2ccccc12)c1ccco1	i	20	3%	4%	1.1	2.2	1.4	12	-0.2	1008	-0.32	1566	-10	690	i	57
Cc1ccc(Cl)c(OC(=O)c2ccc(N3CCOCC3)c([N+](=O)[O-])c2)c1	i	6	12%	11%	1	4.6	3.0	3.3	-2.2	1179	-0.32	1480	18	625	i	40
CC1CCN(C(=O)CCCNC(=O)Cn2cnc3sc4c(c3c2=O)CCCC4)CC1	i	7	-1%	-8%	1.1	1.6	1.3	7.4	-1.0	996	1.6	911	1	807	i	30
Cc1nc2c(C(=O)NCc3ccc4c(c3)OCO4)c[nH]n2c(=O)c1Cl	i	0	21%	8%	1.1	2.0	2.3	4.5	-3.1	904	1.9	1186	/	/	i	27
CCn1c(=NC(=O)CN2C(=O)CCC2=O)sc2c(C)cc(C)cc21	i	-2	-1%	-4%	1.1	2.4	4.0	8.3	/	/	0.59	894	/	/	/	/
CCc1ccc(Nc2nnc(SC3CCOC3=O)s2)cc1 (stereo not given)	i	-7	18%	6%	1	3.6	3.3	15	0.9	1072	0.82	1565	-6	585	i	50
COc1ccc2cc(C(=O)NC3CCCCC3)c(=O)oc2c1	i	1	2%	1%	1	1.8	1.4	13	/	/	0.27	1238	20	755	/	/
O=C(NCc1ccc2c(c1)OCO2)c1c[nH]c2ccc(S(=O)(=O)N3CCOCC3)cc2c1=O	i	-4	6%	-2%	1.1	6.9	2.0	5.8	1.9	1387	-0.17	1593	/	/	i	31
O=C(Nc1ccccc1)c1nnsc1S(=O)(=O)c1ccc(Cl)cc1	i	-3	-11%	-4%	1	1.6	1.3	5.2	1.1	1386	-0.07	1600	/	/	i	21
CC1=C/C(=C/N(C)C)C(=O)O1	i	-13	-16%	-5%	1.1	3.9	2.1	4.2	-4.6	1162	-0.34	1276	10	723	i	39
NNC(=O)c1nnn(-c2nonc2N)c1-c1cccs1	i	-1	-2%	-1%	1.1	2.0	2.1	8.2	-3.7	1087	0.32	1399	/	/	i	8
CCCc1[nH]n(-c2nc3ccccc3s2)c(=O)c1C=NCCN1CCOCC1	i	6	2%	1%	1	3.5	1.2	6.1	/	/	-0.34	1227	-2	645	i	18
Cc1nn(-c2ccccc2)c2[nH]c(=O)c(CNCc3ccc4c(c3)OCO4)cc12	i	0	8%	3%	1.1	3.9	1.2	5.6	-5.0	1196	1.2	1051	6	736	i	54
Cn1c(Cn2c(=O)sc3ccccc32)nnc1SCC(=O)NCCc1ccccc1	i	-6	-1%	-3%	1.1	2.5	1.7	3.8	1.2	1142	0.17	1226	4	680	i	58
CCCCN(C)Cc1c(C)[nH]c2ccc(Cl)cc2c1=O	i	5	-20%	-14%	1	4.8	2.1	10	-1.6	1246	1.1	1377	/	/	i	66
O=C(O)CSC(C(=O)Nc1ccc(Br)cc1)c1ccccc1 (stereo not given)	i	1	2%	0%	1.1	3.6	1.8	9.2	-1.0	1486	/	/	24	702	i	57
Cc1cc(NC(=O)c2cc(-c3cccs3)on2)nn1Cc1ccc(Cl)cc1	i	-18	9%	-1%	1.1	3.6	2.4	16	/	/	-0.25	987	/	/	i	33
CNC(=S)N1CCN(c2cccc(OC)c2)CC1	i	-35	-12%	0%	1	3.8	2.3	5.2	/	/	/	/	/	/	i	6
COc1ccc(C)cc1NC(=O)CSc1ccc(-c2cccnc2)nn1	i	-38	5%	2%	1	1.4	1.9	6.5	0.7	1142	/	/	5	747	i	41
CCc1nnc(NS(=O)(=O)c2ccc(N=Cc3c(C)[nH]n(-c4ccc(C)c(C)c4)c3=O)cc2)s1	i	10	-2%	0%	1	1.9	3.1	4.8	-1.5	1186	0.45	1458	-3	602	i	43
N#CCC(=O)Nc1ccc(C(=O)OCC(=O)Nc2ccccc2Sc2ccccc2)cc1	i	6	16%	15%	1.1	3.8	1.2	6.1	0.4	1084	-0.04	1331	7	707	i	62
Cc1ccc(/C=C/C(=O)O)cc1S(=O)(=O)N(C)CCO	i	0	0%	-2%	1	5.5	2.8	7.6	-2.1	1100	-0.65	1519	2	635	i	38
C(#Cc1ccccc1)Cn1nnc2ccccc21	i	-1	15%	14%	1.1	2.2	1.2	6.3	0.3	1012	-0.42	1828	9	717	i	7
CCC(C)(C)c1ccc(Oc2ccc(N)cc2)cc1	i	11	10%	10%	1.1	5.3	1.8	1.1	-1.4	1034	-0.14	1216	2	675	/	/
COc1ccc(O)c(-c2cc(C(F)(F)C(F)F)nc(-c3ccccc3)n2)c1	i	10	-7%	2%	0.9	2.7	3.2	12	4.8	1506	-0.24	1516	/	/	i	52
COc1cccc(-n2cnc3sc(C)cc3c2=O)c1	i	0	11%	10%	1.1	1.5	2.2	6.5	-1.8	985	-0.87	1503	-9	738	i	18
Cn1c(N)c(C(=O)COC(=O)c2ccc([N+](=O)[O-])o2)c(=O)n(C)c1=O	/	/	/	/	/	/	/	/	2.2	1071	0.86	1460	-5	650	i	19
COc1ccc(-c2c[n+]3c(n2-c2c(C)n(C)n(-c4ccccc4)c2=O)CCCCC3)cc1	i	-10	-4%	7%	1.1	3.4	2.8	5.8	-0.2	1047	-0.34	1080	5	687	i	61
O=C(c1ccc(Cl)cc1)N1CCN(C(=O)c2ccco2)CC1	i	8	13%	11%	1.1	3.1	2.2	8.5	-0.7	1363	1.4	1442	/	/	i	51
Cc1cccc(Cn2c(SCCO)nc3c2c(=O)n(C)c(=O)n3C)c1	i	14	2%	2%	1.1	6.7	3.8	3.6	1.0	933	/	/	/	/	i	34
O=C(c1ccc(O)cc1)c1ccc(O)cc1O	/	/	/	/	/	/	/	/	-1.0	1362	-0.27	1015	4	687	i	23
Nc1nonc1C(=O)N/N=C/c1ccncc1	i	-3	-20%	-2%	1.1	2.0	1.6	4.4	-0.8	1035	-0.24	1150	-10	692	i	23
CCCCn1c(=O)n(C)c(=O)c2c3c(sc21)COC(C)(C)C3	i	23	-4%	0%	1.1	5.8	2.3	13	1.1	1206	0.35	1188	/	/	i	25
CCSc1ccccc1C(=O)Nc1cccnc1	i	0	6%	9%	1.1	1.6	2.1	3.9	-2.5	1191	0.44	1262	5	760	i	39
CCOC(=O)c1cn2nc(Oc3ccccc3)ccc2n1	/	/	/	/	/	/	/	/	0.1	1335	0.06	1114	-9	662	i	25
O=C(NCc1ccc2c(c1)CCO2)Nc1cccc(C(F)(F)F)c1	/	/	/	/	/	/	/	/	-1.8	1196	0.39	1446	-20	695	i	22
Cc1ccc(NC2=C(Cl)C(=O)OC2OC(=O)c2ccco2)cc1C (stereo not given)	i	-4	13%	13%	1	2.3	2.5	7.7	-0.6	531	0.53	1206	6	603	i	44
Cn1nccc1C(=O)Nc1ccn(C23CC4CC(CC(C4)C2)C3)n1	i	-10	-7%	-14%	1.1	3.8	1.8	2.9	-3.1	566	0.16	1211	-35	762	i	34
CCOc1ccc(N(CC(=O)N2CCc3ccccc32)S(=O)(=O)c2c(C)noc2C)cc1	i	4	11%	14%	1.2	6.6	2.6	1.2	2.2	1090	0.03	1010	/	/	i	47
COC(=O)c1ccccc1S(=O)(=O)NC(=O)c1ccccc1	i	1	-21%	-16%	1.1	4.0	2.1	7.0	0.1	1269	/	/	17	725	i	34
CCCCCCC1CC(CCc2nc(=S)[nH][nH]2)C(=O)O1 (stereo not given)	i	-11	23%	17%	2.5	3.4	3.3	6.5	-4.1	553	-0.48	1299	0	557	i	26

Bioassay records from PubChem BioAssay.
